Assay outcomes deposited in PubChem by National Center for Advancing Translational Sciences (NCATS).
DRD3 antagonist – D3 dopamine receptor (human) antagonism; hit rate 2.5% among 360,000; D3R cells, DiscoveRx beta-arrestin luminescence, antagonist mode; active compounds read low; P35462; max response, negative = inhibition, %; in the data active = max response below about -50%; inconclusive = no clear call, values can overlap the other calls; also: % is scaled to controls: 0 for no effect and ±100 for the full control effect; mostly tested at two doses, the higher about 12 µM
Target sequence (P35462 whole entry, looked up): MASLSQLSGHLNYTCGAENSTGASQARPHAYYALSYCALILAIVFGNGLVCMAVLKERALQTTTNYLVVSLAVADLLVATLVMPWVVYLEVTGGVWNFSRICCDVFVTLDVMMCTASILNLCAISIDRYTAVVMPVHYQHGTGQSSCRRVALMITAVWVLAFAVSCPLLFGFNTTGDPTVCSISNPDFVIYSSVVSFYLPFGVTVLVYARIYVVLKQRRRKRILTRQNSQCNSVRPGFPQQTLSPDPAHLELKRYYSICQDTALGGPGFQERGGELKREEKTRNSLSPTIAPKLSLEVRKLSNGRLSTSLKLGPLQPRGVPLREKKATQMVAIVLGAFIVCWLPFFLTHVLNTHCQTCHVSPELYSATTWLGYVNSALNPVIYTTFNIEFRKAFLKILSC
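Cells plated overnight at 1500 cells/well, then exposed to library compounds with dopamine controls for 90 minutes at 37 degrees C. DiscoveRx reagent added for 30–60 minutes at room temperature; luminescence read, quantitative HTS format.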
GLP1R ag – GLP-1 receptor (human) agonism; HEK293 GLP-1R CRE-luciferase, luminescence, 4-6 h; cells express a hypersensitive GLP-1R form; Potency, µM (series often up to 45.6 µM), inactives show top-dose activation, hits mostly activators; hit rate 0.007% among 380,000; also: potency is read from the fitted curve at half-maximal effect; % of control where 0% means no effect
TDP43 rescue – rescues yeast growth from TDP-43 toxicity; TDP-43 expressing yeast growth rescue, BacTiter-Glo, 24 h; Potency, µM (doses to about 46.1 µM), inactives show at the highest dose growth rescue (activation), hits mostly activators; hit rate 1.8% among 410,000; AID 652104; also: potency is read from the fitted curve at half-maximal effect; % of control where 0% means no effect; nearly all actives have a fitted effect of over 50% in size
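Yeast cells expressing TDP-43 under galactose induction are exposed to compounds for 24 hr at 30 deg C. BacTiter-Glo luminescence measures growth, so protective compounds score as activators.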
pAkt inh – blocks phosphorylation of Akt; hit rate 0.32% among 360,000; Neuro2A IGF-stimulated pAkt S473 HTRF, 20 min; active compounds read low; activity change, % for hits at 50 µM; in the data active = activity change below about -80%; inconclusive = mostly about -51% to -80%; also: % is scaled to controls: 0 for no effect and ±100 for the full control effect
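Neuro2A cells in DMEM with 0.5% FBS, overnight at 37 deg C, given compound at single 50 µM final, then IGF (6 nM final) for 20 min at 37 deg C. Lysed; phospho-Akt Ser473 by HTRF after 24 h, 665/615 ratio.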
PTHR1 agonist – PTHR1 (human) receptor agonism; hit rate 0.075% among 410,000; Potency, µM (highest dose often 115 µM), for the others: top-dose activation, usual class: activators; HEK293 GP2 PTHR1 cells, GloSensor cAMP luminescence, 1 h; also: potency is read from the fitted curve at half-maximal effect; nearly all actives have a fitted effect of over 55% in size; some results filed as inactive show a strong effect at the top dose; inactives centre near -15; many of its hits are not listed in these tables
Target sequence (Q03431 whole entry, looked up): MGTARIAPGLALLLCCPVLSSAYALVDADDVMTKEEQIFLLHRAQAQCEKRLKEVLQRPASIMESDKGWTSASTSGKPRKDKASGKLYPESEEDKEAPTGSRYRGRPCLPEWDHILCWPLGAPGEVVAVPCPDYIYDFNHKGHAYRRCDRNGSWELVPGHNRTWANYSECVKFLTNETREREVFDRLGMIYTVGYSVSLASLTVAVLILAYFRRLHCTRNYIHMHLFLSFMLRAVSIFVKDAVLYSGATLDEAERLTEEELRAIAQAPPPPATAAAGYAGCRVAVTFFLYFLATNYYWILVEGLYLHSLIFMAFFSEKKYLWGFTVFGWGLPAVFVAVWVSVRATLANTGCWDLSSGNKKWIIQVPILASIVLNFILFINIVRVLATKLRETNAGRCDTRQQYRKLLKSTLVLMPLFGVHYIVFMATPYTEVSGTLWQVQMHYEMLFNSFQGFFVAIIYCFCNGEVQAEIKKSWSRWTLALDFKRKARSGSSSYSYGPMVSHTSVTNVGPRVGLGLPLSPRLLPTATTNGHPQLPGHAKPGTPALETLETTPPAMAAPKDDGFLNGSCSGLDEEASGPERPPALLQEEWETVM
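HEK-293-derived GP2 cells expressing PTHR1 and a GloSensor cAMP reporter, 3,000/well, plated overnight, given luciferin plus IBMX (each 0.5 mM as added) for 1 h at 37 °C, then compound for 1 h at 37 °C. Luminescence was read after 15 min at room temperature.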
GLP1R inv ag – acts as inverse agonist at human GLP-1 receptor. HEK293 GLP-1R CRE-luciferase, luminescence, 24 h; GLP-1R form is constitutively active. Potency, µM (doses to about 38.3 µM), for inactives: at the highest dose activity change, negative = inhibition, most hits filed as inhibitors. hit rate 1.6% among 410,000. AID 624417; also: potency is read from the fitted curve at half-maximal effect; % is scaled to controls: 0 for no effect and ±100 for the full control effect; nearly all actives have a fitted effect of over 55% in size
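Inverse agonism was detected as reduced cAMP-driven luciferase luminescence after 24 h compound treatment. The cells were HEK293 clones expressing constitutively active human GLP-1R with the reporter. Reporter-only and GPR119 cell lines served as counterscreen controls.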
FUS suppressor – FUS proteinopathy suppression in yeast. S. cerevisiae FUS-expressing, growth rescue, OD600, 24 h. Potency, µM (titrated, usually from 76.6 µM), for the others: at the top dose growth rescue (activation), usual class: activators. hit rate 0.24% among 390,000;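 also: potency is read from the fitted curve at half-maximal effect; plate controls were DMSO vehicle for no effect and reference control for full effect; nearly all actives have a fitted effect of over 55% in size; some results filed as inactive show a strong effect at the top dose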
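Yeast expressing FUS under galactose induction, OD 0.005 in 2% galactose medium; compounds in a dilution series, 24 h at 30C. Growth rescue by absorbance at 600 nm; CP55940 positive control, DMSO negative.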
Abeta rescue – restores growth of yeast expressing A-beta42 peptide; yeast expressing A-beta42, growth rescue, OD600, 48 h; response scale: 0% DMSO, 100% iron-clioquinol control; Potency, µM (doses to about 46.1 µM), for the others: at the highest dose growth rescue, actives largely listed as activators; hit rate 0.063% among 410,000; also: potency is read from the fitted curve at half-maximal effect; nearly all actives have a fitted effect of over 55% in size
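Yeast A-beta toxicity model in growth medium with pinned compounds, 48 h at 30 C; growth read as absorbance at 600 nm. Normalized to FeCl3/clioquinol equimolar mix (positive) and DMSO (negative).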
aSyn rescue – alpha-synuclein toxicity inhibition in yeast; hit rate 0.14% among 370,000; Potency, µM (titrated, usually from 46.1 µM), without a hit: at the top dose growth rescue (activation), hits mostly activators; AID 652106; Yeast expressing alpha-synuclein, growth rescue, BacTiter-Glo, 24 h; also: potency is read from the fitted curve at half-maximal effect; % of control where 0% means no effect; nearly all actives have a fitted effect of over 65% in size
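Galactose-induced alpha-syn yeast (OD600=0.02, raffinose-pregrown) + pinned cpd, 24 hr, 30 deg C; growth by BacTiter-Glo luminescence. Growth restoration scores as activation.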
* hit, by the source's call; i = inactive; ? = inconclusive; . = no result given; [ ] = remark or other dose. Unless noted, calls follow the shape of the dose curve; as a rule, active = well fitted curve in the direction sought with a large enough effect; inconclusive = small, poorly fitted or top-dose-only effect, or another doubt; inactive = no such curve, though single readings can be large; an effect the other way counts as inactive or inconclusive. Only part of the results is shown; count on the stated rates, not on these rows.

SMILES	DRD3 antagonist	GLP1R ag	TDP43 rescue	pAkt inh	PTHR1 agonist	GLP1R inv ag	FUS suppressor	Abeta rescue	aSyn rescue
O=C(CN1C(=O)/C(=C/c2cccc(Cl)c2)SC1=S)NC1C=CS(=O)(=O)C1 (configuration not stated)	-11	5%	-25%	i	i	81%[activator]	55%	-8%	2%
Cc1csc2nc(-c3cccc(NC(=O)c4c(F)cccc4F)c3)cn12	.	10%	18%	.	-6%	-9%	?	-16%	-12%
CC1CCCC(C)N1S(=O)(=O)c1ccc(NC(=O)CCN2C(=O)C3CC=CCC3C2=O)cc1 (configuration not stated)	-17	-1%	19%	i	-3%	-18%	?	9%	0%
Cc1ccc(NC(=S)N2CCN(S(=O)(=O)c3ccc(F)cc3)CC2)cc1	-12	-12%	18%	i	-1%	-6%	-8%	3%	0%
O=C(COc1ccc2c3c(c(=O)oc2c1)CCCC3)N1CCN(c2ccccc2)CC1	19	-6%	10%	i	i	3%	-9%	3%	5%
CCOc1ccc(CCN2C(=O)c3cccnc3C2=O)cc1OCC	-22	3%	13%	i	i	14%	10%	-8%	?
Cc1ccccc1C(=O)NCCCNC(=O)c1ccccn1	-7	6%	-6%	i	-11%	16%	12%	14%	-3%
Cc1ccc(C(=O)N2CCCC(N3CCN(c4ccccc4C)CC3)C2)c(=O)[nH]1 (configuration not stated)	20	-7%	8%	.	i	-8%	-18%	-7%	7%
Cc1cccc(S(=O)(=O)N2CCN(Cc3ccc4c(c3)OCO4)CC2)c1	-7	7%	-9%	i	-1%	-17%	16%	5%	3%
S=c1[nH]cc(-c2ccc(Cl)cc2)n1-c1ccccc1	?	2%	0%	i	i	?	-1%	-3%	-1%
COc1cccc(NC(=O)CSc2nnc3[nH]c(=O)cc(-c4ccccc4)n23)c1	.	.	9%	.	-35%[inhibitor]	-5%	32%	-10%	.
CCCS(=O)(=O)c1nc(S(=O)(=O)c2ccc(C)cc2)c(N2CCc3ccccc3C2)s1	18	-3%	12%	i	i	-36%	27%	7%	3%
CCCc1ccc(OCC(O)CN2CCc3ccccc3C2)cc1 (configuration not stated)	-94*	6%	-5%	i	-10%	?	-9%	-7%	0%
COc1cc(/C=C(\NC(=O)c2ccccc2)C(=O)NCCO)c([N+](=O)[O-])cc1OC	3	0%	1%	i	i	9%	.	-2%	1%
NC(=O)c1ccccc1NC(=O)/C=C/c1cccc(Cl)c1	-18	-2%	?	.	-15%	-11%	4%	10%	.
Cc1occc1-c1nnc(SCC(=O)Nc2ccccc2)n1CCc1ccccc1	-3	1%	12%	i	i	11µM*	24%	1%	2%
CC(C)OC(=O)Nc1ccc2c(c1)N(C(=O)N1CCN(C)CC1)c1ccccc1CC2	?	12%	-32%	i	i	?	12%	-32%	-9%
Cc1cc(C2C(=O)C(C(=O)c3ccc(Cl)cc3)C(=O)CC2(C)C)on1 (configuration not stated)	-16	-30%	8%	i	i	21%	0%	-5%	12%
COc1cccc(NC(=O)Cn2c(=O)n(CCc3ccc(OC)c(OC)c3)c(=O)c3ccccc32)c1	.	-1%	14%	.	i	3%	25%	-14%	.
Cn1ccc2c(N3CCOCC3)cc3c(c21)C1CCC3C1 (configuration not stated)	0	11%	21%	i	-56%[inhibitor]	7%	23%	11%	-3%
COC(=O)CN1C(=O)N/C(=C/c2cc3c(cc2OC)OCO3)C1=O	5	7%	-17%	i	i	27%	7%	-18%	2%
O=C(O)c1ccccc1C=NN=C1c2ccccc2-c2ccccc21	0	-2%	5%	i	-72%[inhibitor]	0%	.	-14%	?
CCc1c(C)sc(NC(=O)c2cc(C3CC3)on2)c1C#N	5	-3%	2%	i	i	-28%	-18%	-11%	7%
O=C(O)c1cccnc1SC1CC(=O)N(c2ccccc2)C1=O (configuration not stated)	7	1%	-4%	i	i	3%	-13%	25%	-9%
CN(C)C(/C=C/Nc1ccc(F)cc1F)=C(C#N)C#N	-6	-1%	-4%	i	-6%[57.5 µM]	24%	6%	10%	-3%

The closing 5 entries of the section above open the next one:
SMILES	DRD3 antagonist	GLP1R ag	TDP43 rescue	pAkt inh	PTHR1 agonist	GLP1R inv ag	FUS suppressor	Abeta rescue	aSyn rescue
COC(=O)CN1C(=O)N/C(=C/c2cc3c(cc2OC)OCO3)C1=O	5	7%	-17%	i	i	27%	7%	-18%	2%
O=C(O)c1ccccc1C=NN=C1c2ccccc2-c2ccccc21	0	-2%	5%	i	-72%[inhibitor]	0%	.	-14%	?
CCc1c(C)sc(NC(=O)c2cc(C3CC3)on2)c1C#N	5	-3%	2%	i	i	-28%	-18%	-11%	7%
O=C(O)c1cccnc1SC1CC(=O)N(c2ccccc2)C1=O (configuration not stated)	7	1%	-4%	i	i	3%	-13%	25%	-9%
CN(C)C(/C=C/Nc1ccc(F)cc1F)=C(C#N)C#N	-6	-1%	-4%	i	-6%[57.5 µM]	24%	6%	10%	-3%
Cn1ccnc1C(=O)c1cccc([N+](=O)[O-])c1	17	11%	17%	i	i	18%	-3%	-9%	3%
Cc1ccc(S(=O)(=O)c2c(C)cc(C)nc2Cl)c(C)c1	19	1%	?	i	i	0%	6%	16%	13%
COc1cccc(CNC(=O)C(NS(=O)(=O)c2ccc3c(c2)oc(=O)n3C)C(C)C)c1 (configuration not stated)	.	.	12%	.	i	-3%	2%	-6%	.
CC(Oc1ccc(Cl)cc1Cl)c1nc(-c2ccc(NC(=O)c3ccncc3)cc2)no1 (configuration not stated)	43	-2%	5%	i	-19%[57.5 µM]	0%	35%	1%	22%
CC(C)(C)c1ccc(C(O)c2ncc(-c3ccc(F)cc3)[nH]2)cc1 (configuration not stated)	-14	1%	-5%	i	-23%	?	9%	7%	-3%
Cc1noc(C)c1NC(=O)N(C)C[C@H]1Oc2c(NC(=O)C3CCCCC3)cccc2C(=O)N([C@H](C)CO)C[C@@H]1C	-12	1%	10%	i	-23%	4%	18%	0%	1%
COc1ccccc1CNC(=O)c1cc(S(=O)(=O)N2CCCCCC2)cn1C	.	6%	0%	.	-12%	?	?	-1%	.
O=C(CN1CCN(c2ccccc2)CC1)N1CCN(c2ccccc2)CC1	-22	6%	0%	i	i	-9%	.	-13%	-4%
CCOc1ccc(CN2CCN(Cc3[nH]c4ccccc4c3C)CC2CCO)cc1 (configuration not stated)	-17	-6%	-7%	i	-22%	?	-2%	-2%	3%
Cc1ccc(Nc2ncnc3sc4c(c23)CCC(C)C4)cc1C (configuration not stated)	.	-6%	9%	.	-24%	4%	-16%	-5%	-1%
COc1ccc(CN2CCN(Cc3c[nH]c4ccccc34)CC2CCO)cc1C (configuration not stated)	-23	8%	25%	i	-6%	?	12%	?	16%
CC(C)NC(=O)CN1C(=O)c2cccc3cccc1c23	20	8%	5%	i	-25%	1%	-18%	-2%	-8%
O=C(CSc1nc2ncc(Br)cc2[nH]1)c1cccc([N+](=O)[O-])c1	11	8%	8%	i	-1%	0%	16%	15%	3%
CC(C)Cc1cc(CNC(=O)C2CCC(=O)N(Cc3cccc(C(F)(F)F)c3)C2)on1 (configuration not stated)	1	1%	18%	i	-6%	?	.	0%	2%
CCOC(=O)c1c(NC(=O)C(C)S(=O)(=O)c2cn(CC)c3ccccc23)sc2c1CCCC2 (configuration not stated)	3	3%	23%	i	-2%	?	?	4%	-1%
CN(C)CCCNC(=O)c1cc(C(=O)Cc2ccc(Cl)cc2)c[nH]1	10	-2%	9%	i	i	?	-25%	-5%	10%
CC(CN1CCOCC1)OC(=O)Cc1ccc(Cl)cc1 (configuration not stated)	-12	1%	-2%	i	i	0%	-5%	-11%	6%
CCOC(=O)C(=Cc1ccc(N(C)C)cc1)C(=O)c1ccccc1	2	5%	0%	i	-33%[inhibitor]	?	30%	-16%	-14%
CCCN1Cc2cccc(C(=O)Nc3ccc(C)cc3)c2C1=O	-1	-6%	8%	i	i	0%	4%	6%	-7%
Cc1ccc(S(=O)(=O)N2CCN(Cc3nnc(-c4c(-c5ccccc5)noc4C)o3)CC2)cc1	15	3%	22%	i	-38%[inhibitor]	13%	.	-16%	-13%
CCOc1ccc(C(=O)NNC(=O)CN2C(=O)NC3(CCCC3)C2=O)cc1	-25	-31%	18%	i	-18%	-2%	.	3%	1%
O=C(Cn1cc(S(=O)(=O)Cc2ccccc2Cl)c2ccccc21)NCc1ccccc1Cl	.	.	1%	.	-20%	?	5%	-12%	.
O=C(COc1ccccc1)Nc1ccc2c(c1)nc1n2CCSC1	14	5%	-7%	i	i	-1%	25%	1%	-9%
CCOC(=O)c1ccc(Nc2c(CC)c(C)nc3ncnn23)cc1	8	25%	0%	i	-32%	0%	18%	7%	-8%
CC(=O)N(CC#CCN(C(C)=O)c1ccccc1)c1ccccc1	5	2%	9%	i	-11%	22%	10%	-5%	7%
CCc1nn(CC(=O)NCCCN(CC)Cc2ccccc2)c(=O)c2cc3sccc3n12	?	-1%	1%	i	-24%[57.5 µM]	-9%	-1%	10%	-3%
CCOC(=O)c1c(C)c(C(=O)NCc2ccccn2)c(C)n1CC	-10	6%	-11%	i	i	-6%	14%	20%	4%
O=C(C1CCN(c2ncnc3c2nc2n3CCCCC2)CC1)N1CCN(c2ccccc2)CC1	.	.	?	.	-85%[inhibitor]	-15%	27%	-10%	.
O=C(NC1=C(NC2CCS(=O)(=O)C2)C(=O)c2ccccc2C1=O)c1ccccc1 (configuration not stated)	?	-6%	?	i	-62%[inhibitor]	?	-25%	-91%[inhibitor]	-65%[inhibitor]
CCC/C=C/c1ccc(CN2C(CC(C)C)C(=O)N(Cc3cn(CC4CCCCC4)nn3)CCS2(=O)=O)cc1 (configuration not stated)	4	-5%	20%	i	-45%[inhibitor]	-28%	30%	2%	13%
